UTI89 phage lysis = inhibition of K1F phage lysis, E. coli UTI89, bacterial capsule biogenesis inhibitors, alamar blue (AID 488966). E. coli UTI89 K1F phage lysis, alamar blue, 2 h; higher % means a stronger effect. inhibition, % at 100 µM; hits with a dose series show IC50 in µM. hit rate 0.02% among 340,000;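 active = phage lysis inhibition, versus mean bacterial control, above a set limit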;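 also: capsule biogenesis inhibitors block K1F phage lysis so surviving cells raise fluorescence; higher fluorescence means more inhibition of phage lysis; actives were called in the ten point dose series up to 300 µM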
KOR beta-arrestin-1 = kappa opioid receptor activators – cell-based, luminescence, uHTS, primary screen (AID 1777); KOR beta-arrestin recruitment, luminescence; higher % means a stronger effect; activation, % at 10 µM, or EC50 in µM where a hit was titrated; hit rate 0.02% among 280,000; in the data active = activation above about 50%, passing the limit was not always enough; also: a part of the inactive calls stands beside numbers as strong as those of hits
NOD1 NF-kB reporter = NOD1 signaling inhibitors, primary screen, cell-based, luminescence, uHTS (AID 1578); NOD1-driven NF-kB luciferase reporter cells, luminescence; higher % means a stronger effect; inhibition, % at 4 µM; hits with a dose series show EC50 in µM; hit rate 1% among 290,000; in the data active = inhibition mostly above about 36%, no sharp cut-off; inactive = mostly below about 34%;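 also: HEK-293T reporter cells stimulated with the NOD1 agonist gamma-tri-DAP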
GPR35 antagonists = inhibition of zaprinast-stimulated GPR35 beta-arrestin translocation – imaging, U2OS, beta-arrestin-GFP, zaprinast agonist, primary screen (AID 2058) | U2OS GPR35 beta-arrestin-GFP translocation imaging, zaprinast antagonism; higher % means a stronger effect | inhibition, % at 10 µM, or IC50 in µM where a hit was titrated | hit rate 0.052% among 290,000;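 active = inhibition of at least 50% with at least 30 cells and total cytoplasm GFP at most 10,000,000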
KOR beta-arrestin-2 = kappa opioid receptor blockers – cell-based, luminescence, uHTS (AID 1778) | KOR beta-arrestin recruitment, luminescence, antagonist mode; higher % means a stronger effect | one-dose inhibition, % at 10 µM; IC50 in µM for titrated hits | hit rate 0.091% among 290,000; in the data active = inhibition above about 50%; also: strong numbers were not always called active
NTR1 ag = NTR1-driven beta-arrestin-GFP spot formation – imaging, U2OS cells, high content, primary screen (AID 493036); P30989; agonist mode; activation, % at 20 µM; hit rate 0.17% among 330,000;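 active = activation at or above 40% of the spot to cytoplasm intensity ratio, with at least 20 cells analyzed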;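 also: 0% = DMSO without peptide and 100% = 100 nM NTR1 peptide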
Target sequence (P30989 whole entry, looked up): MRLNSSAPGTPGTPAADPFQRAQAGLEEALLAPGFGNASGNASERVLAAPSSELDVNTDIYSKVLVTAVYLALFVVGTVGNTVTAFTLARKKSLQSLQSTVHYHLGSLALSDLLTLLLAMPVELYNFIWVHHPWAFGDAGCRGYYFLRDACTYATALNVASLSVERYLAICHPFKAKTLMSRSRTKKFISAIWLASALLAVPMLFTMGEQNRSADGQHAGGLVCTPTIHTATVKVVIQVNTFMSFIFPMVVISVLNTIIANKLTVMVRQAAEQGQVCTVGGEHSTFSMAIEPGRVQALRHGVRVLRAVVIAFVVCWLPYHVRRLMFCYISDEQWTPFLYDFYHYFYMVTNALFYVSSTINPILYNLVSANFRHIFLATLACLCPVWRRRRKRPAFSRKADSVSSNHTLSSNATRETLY
GPR55 activation = GPR55 agonists via beta-arrestin recruitment, primary screen, imaging, U2OS cells, beta-arrestin-GFP redistribution (AID 1961). U2OS GPR55 beta-arrestin-GFP redistribution imaging; higher % means a stronger effect. activation, % at 10 µM; hits with a dose series show EC50 in µM. hit rate 0.048% among 290,000;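 active = activation above 40% with more than 50 cells counted in the well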;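 also: U2OS osteosarcoma cells stably expressing GPR55 and beta-arrestin-GFP; plate controls were DMSO negative control for no effect and LPI positive control for full effect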
MgcRacGAP inhibition = MgcRacGAP GTPase-activating activity inhibitors, confirmation, biochemical, ADP Hunter fluorescence; MgcRacGAP-stimulated Rac1 GTP hydrolysis, ADP Hunter fluorescence; higher % means a stronger effect; GST-tagged Rac1 F28L mutant substrate; inhibition, % at 30 µM, or IC50 in µM where a hit was titrated; AID 624330; hit rate 0.6% among 340,000;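 active = first-screen hits whose inhibition reached a set limit at any dose in the follow-up dose series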;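 also: fluorescence reports GDP produced by GAP-driven GTP hydrolysis; strong numbers were not always called active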
GPR55 LPI antagonism = inhibition of LPI-stimulated GPR55 beta-arrestin translocation – imaging, U2OS, beta-arrestin-GFP, LPI agonist, primary screen (AID 2013) | U2OS GPR55 beta-arrestin-GFP translocation imaging, LPI antagonism; higher % means a stronger effect | one-dose inhibition, % at 10 µM; IC50 in µM for titrated hits | hit rate 0.13% among 290,000;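 active = spots per cell inhibited over 60%, with over 100 cells counted and total cytoplasm intensity under 500,000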;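 also: U2OS cells stably carrying GPR55 and arrestin-GFP stimulated by 5 µM LPI near EC80; imaged beta-arrestin-GFP aggregate spots per cell after agonist stimulation; plate controls were LPI-stimulated DMSO wells for no effect and DMSO wells without LPI for full effect; some results filed as inactive read as strong as hits; confirmed hits need IC50 under 10 µM and bright autofluorescent wells are also inconclusive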
NTR1 ag cell count 20 µM = further read-out of NTR1 ag, marked with its call; cell count; measured here: cell count, cytotoxicity flag
An asterisk follows results filed as active; / = not tested or not shown; [ ] = dose if it differs, or a comment.

SMILES | UTI89 phage lysis | KOR beta-arrestin-1 | NOD1 NF-kB reporter | GPR35 antagonists | KOR beta-arrestin-2 | NTR1 ag | NTR1 ag cell count 20 µM | GPR55 activation | MgcRacGAP inhibition | GPR55 LPI antagonism
CC1CCN(C(=O)c2ccccc2NS(=O)(=O)c2ccccc2)CC1 | 0.5% | 2.1% | -10% | 3% | 23% | 1.0 | 64 | -0.1% | 5% | -1%
C/C(CCc1oc2ccccc2c1-c1ccc(C)o1)=N/O | -0.3% | 1.4% | 3% | -1% | -35% | 4.0 | 45 | 0.2% | 2% | -10%
CCN(CC)S(=O)(=O)c1ccc(/C=C/C(=O)OCC#N)cc1 | -0.2% | 1.4% | -31% | -2% | 0% | 2.7 | 28 | -0.2% | 0% | 4%
CCCc1c(C(=O)Nc2ccc(F)cc2)cnn1-c1ccccc1 | -2.5% | -0.4% | 6% | -8% | -1% | 2.2 | 61 | -0.2% | 3% | 5%
CCN(CCCNC(=O)CCCCn1c(=O)[nH]c2ccccc2c1=O)c1ccccc1 | 0.8% | -2.8% | -33% | 5% | 14% | -1.4 | 79 | -0.1% | 7% | 23%
COC(=O)c1cn(Cc2c(C)cc(C)cc2C)nn1 | 0.8%[50 µM] | -2.5% | -27% | 7% | -33% | -0.7 | 52 | -0.5% | 2% | 8%
CCOCC(O)CSCc1ccc(Cl)cc1 (stereo not given) | 0.5% | -5.0% | -22% | 7% | 2% | -0.6 | 76 | 0.0% | 2% | 2%
COc1ccccc1-n1cc(-c2ccc(Br)cc2)[nH]c1=S | 0.2% | -6.9% | 0% | -4% | 11% | -0.9 | 95 | -0.1% | 4% | -9%
O=C(CCS(=O)(=O)c1ccc(Br)s1)NC1CCCC1 | 0.8% | 0.6% | -21% | -7% | 3% | -2.5 | 88 | -0.1% | 5% | -4%
COc1cc(-c2nc(-c3ccc(NC(=O)c4ccc(Br)o4)cc3)no2)cc(OC)c1OC | 0.2% | -3.5% | 10% | 11% | -12% | 6.1 | 77 | -0.1% | 10% | 5%
COc1cc(CCC(=O)Nc2nccs2)cc(OC)c1OC | 0.1% | 0.6% | -10% | -8% | -18% | 0.7 | 76 | -0.1% | / | 7%
Cc1c2ccccc2cc(Cc2ccccc2)[n+]1C | -1.1% | -4.9% | 1% | 6% | 7% | 0.7 | 62 | -0.2% | 3% | 1%
CCOc1ccc(CCNC(=O)Cn2ncn3nc(-c4ccc(OC)cc4)cc3c2=O)cc1 | 6.4% | 13% | 20% | 16% | -102%[20 µM] | 7.9 | 95 | 0.0% | -1% | 1%
O=C(c1cccc(S(=O)(=O)N2CCCC2)c1)N1CCN(c2ccccc2F)CC1 | 1.9% | -0.7% | -12% | 5% | -17% | -0.7 | 58 | -0.2% | 9% | 5%
O=C(NNC(=O)C12CC3CC(CC(C3)C1)C2)c1ccccc1F | 0.2% | 2.2% | -9% | -10% | -19% | 0.3 | 39 | -0.1% | 10% | -5%
COc1ccc(S(=O)(=O)N2CCc3ccccc32)cc1C(=O)O | 0.0% | 2.2% | -29% | 4% | -35%[20 µM] | -0.1 | 47 | 0.5% | -14% | -11%
CCOC(=O)/C(C#N)=C/c1c(N2CCN(CC)CC2)nc2c(C)cccn2c1=O | -0.2% | 0.8% | -6% | -9% | 15% | 0.0 | 72 | 0.0% | / | 2%
Cc1ccc(C)c(N2CCN(C(=O)CCS(=O)(=O)c3cccc4nonc34)CC2)c1 | 0.3% | -2.7% | 2% | 1% | 11% | -1.2 | 79 | -0.1% | 5% | 9%
CSC(=S)N/N=C(\C)c1ccccc1 | 2.1% | -8.6% | 17% | -24% | 8.4µM* | 3.7 | 87 | -0.5% | 10% | 9%
O=C(COc1ccccc1)NC1CCCc2ccccc21 (stereo not given) | 1.5%[50 µM] | -3.8% | -17% | -3% | 30% | -0.5 | 67 | -0.1% | 9% | -1%
COc1ccc(NC(=O)CSc2nc3c(cc2C#N)CN(C)CC3)cc1 | 4.9% | -5.4% | -5% | -11% | 23% | -2.0 | 70 | 0.4% | 15% | 3%
CCC(=O)Nc1ccc(C(=O)n2ccc(C)n2)cc1 | -1.7% | 0.7% | 13% | -5% | 5% | -0.2 | 84 | -0.1% | 12% | -4%
CCc1ccc(OCC(O)Cn2c(N3CCCCC3)nc3c2c(=O)[nH]c(=O)n3C)cc1 (stereo not given) | -2.1% | -5.1% | -7% | 0% | -24%[20 µM] | 5.4 | 71 | -0.2% | -4% | -2%
CCc1ccccc1NC(=O)CSc1nc2n[nH]c(C)c2c(=N)n1-c1ccc(OC)cc1 | 0.2% | 3.7% | -1% | 0% | 9% | / | / | -0.2% | 11% | 5%
CC1CCCN(c2nc3nonc3nc2N2CCCC(C)C2)C1 (stereo not given) | 1.3% | 6.9% | -8% | -3% | 16% | -0.6 | 45 | -0.2% | 8% | 9%
Cc1ccc(NC(=S)Nn2cnnc2)c(C)c1 | 0.4% | -8.1% | 4% | 0% | 17% | -1.7 | 66 | 0.5% | 10% | 14%
Oc1ccc(-n2nnnc2SCc2c(F)cccc2Cl)cc1 | 2.8%[50 µM] | -0.5% | -3% | 12% | 4% | / | / | -0.3% | 8% | -4%
O=C1[C@@H]2Cc3c([nH]c4ccccc34)CN2C(=O)CN1CCO | 0.0% | -3.6% | 1% | -10% | 4% | -0.1 | 92 | -0.1% | 3% | -16%
O=CN1CCN(c2c([N+](=O)[O-])c(=O)oc3ccccc23)CC1 | 0.1% | -1.4% | / | -4% | -9% | 0.4 | 105 | 0.6% | -2% | -3%
COc1ccc(Nc2nc(N)nc(CN3CCC(Cc4ccccc4)CC3)n2)cc1 | 13% | -0.1% | -14% | -17% | 19% | 1.6 | 56 | 0.2% | 9% | 7%
O=C(C1CCN(S(=O)(=O)c2ccc(Cl)cc2)CC1)N1CCCCCCC1 | -0.1% | -1.3% | -46% | -2% | 1% | -0.1 | 88 | 0.2% | 5% | 6%
CC(C)COc1ccc(C(=O)Nc2ccccc2[N+](=O)[O-])cc1 | 1.5%[50 µM] | -4.9% | -39% | -4% | 26% | 6.5 | 57 | -0.2% | 8% | -5%
O=C(CC(c1ccccc1)c1cc(Br)ccc1O)NCc1ccco1 (stereo not given) | -0.1% | 1.3% | / | 2% | 16% | 1.1 | 55 | -0.1% | 4% | 13%
Cc1ccc(N(Cc2ccc(C(=O)NN=C3CCN(C)CC3)cc2)S(C)(=O)=O)cc1C | 4.3% | 3.4% | -26% | 8% | 17% | 1.4 | 45 | 0.3% | 3% | 8%
O=C(c1ccc(Cl)cc1)n1c(NCc2ccccc2)n[nH]c1=S | 0.5% | -7.4% | -35% | 12% | -56%[20 µM] | 0.5 | 61 | -0.1% | 2% | -12%
O=C(CCN1C(=O)c2ccccc2C1=O)C1=NN[C@@H]2C(=O)N(c3cccc(F)c3)C(=O)[C@H]12 | 3.6% | -2.5% | -18% | 3% | -3% | 1.1 | 66 | -0.4% | 7% | -8%
COCCN1Cc2cccc(C(=O)NC(C)CCc3ccco3)c2C1=O (stereo not given) | 3.3% | -1.6% | -21% | -18% | -4% | 0.6 | 91 | 0.6% | 3% | 8%
CC1(C)CC(=O)c2cc(OCC(=O)NCc3cccnc3)ccc2O1 | 5.7% | -3.6% | 4% | -6% | 22% | 0.1 | 77 | -0.1% | 6% | 11%
C[C@H](NC(=O)c1ccccc1Cl)C(=O)OC(C(=O)Nc1cc(C(F)(F)F)ccc1Cl)c1ccccc1 (stereo not given in full) | 0.2% | -0.5% | -21% | -3% | 0% | 2.9 | 65 | -0.1% | -8% | 9%
COC(=O)c1c(NC(=O)COC(=O)c2ccccc2O)sc2c1CCCCC2 | 1.8% | 6.0% | 10% | 8% | -5% | 3.5 | 106 | 0.2% | 7% | -6%
CCCCn1c2c(c(=N)c3ccccc31)CCC2 | -1.3% | -1.8% | -7% | 4% | 15% | 3.3 | 48 | -0.3% | 3% | -9%
Cc1nc(SCC(=O)NCc2ccc(F)cc2)c2c(=O)n(C)c(=O)n(C)c2n1 | -0.8% | -2.1% | 16% | -4% | -31% | 0.1 | 84 | 0.4% | 2% | -10%
CSc1cccc(NC(=O)CC2Oc3ccccc3NC2=O)c1 (stereo not given) | 0.1% | -1.1% | -6% | 8% | 21% | -1.2 | 57 | 0.9% | 17% | 7%
CCOc1ccc(Nc2oc(-c3ccccc3Cl)nc2C#N)cc1 | / | 1.7% | -40% | -1% | -17% | 0.2 | 92 | 0.0% | / | 2%
CCCCCCC1(C)NC(=S)N(c2ccccc2)N1 (stereo not given) | 0.1% | -7.3% | -37% | 7% | 2% | 1.8 | 38 | 0.2% | 4% | -1%
Cc1ccnc(NS(=O)(=O)c2ccc(NC(=O)c3oc4ccccc4c3C)cc2)n1 | 1.2%[50 µM] | 4.3% | 3% | 15% | 14% | 2.0 | 62 | -0.2% | 10% | 7%
Cc1nn(C)c(C)c1NC(=O)c1ccc(Cl)cc1 | 5.3% | -5.0% | -1% | -1% | -28% | 0.8 | 82 | 0.1% | -1% | -1%
C#CCSc1nnc(-c2cc3c(C(F)(F)F)nn(C)c3s2)n1C | -0.1% | -1.5% | -4% | -3% | 21% | 0.7 | 50 | -0.3% | 9% | 8%

Screens (PubChem BioAssay)

A portion of the library; rates above refer to the full screens.
